# Screening data deposited in PubChem by several laboratories.
# TRPC4 agonist: activators of mouse TRPC4 channel; HEK293 TRPC4beta/mu-opioid, Fluo4 calcium fluorescence; active compounds read high; 0.49% of 310,000 active; AID 2237; Q9QUQ5; B-score at 10 µM;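 active means B-score above 5 SD of library B-scores, and initial fluorescence ratio not above library mean plus 5 SD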;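 further: positive B-score marks a calcium rise read as TRPC4 activation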
#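 Assay system: HEK293 stable line with TRPC4beta plus mu-opioid receptor. Times: dye 45 min RT, read 110 s. Measured by: kinetic Fluo4 calcium fluorescence. Measure: B score of integrated ratio. Controls: assay buffer as low control, maximal DAMGO as high control.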
# HDAC3 inhib: blocks human histone deacetylase 3; recombinant HDAC3, fluorogenic peptide/trypsin coupled, fluorescence; inhibition, % at 8.3 µM; 0.15% of 320,000 active; AID 2718; in the data active means inhibition above about 26%, passing the limit was not always enough; inconclusive means no clear call, values can overlap the other calls
# KCNK3 inh: human KCNK3 channel inhibition, primary screen. O14649. CHO-KCNK3 thallium flux, FluxOR fluorescence; active compounds read low. B-score at 10 µM. 0.84% of 340,000 active. AID 602410;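 active means B-score under library mean minus 4 SD, starting fluorescence ratio at most library mean plus 5 SD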;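 further: more negative B-score means stronger inhibition of thallium flux through KCNK3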
# Target sequence (O14649 whole entry, looked up): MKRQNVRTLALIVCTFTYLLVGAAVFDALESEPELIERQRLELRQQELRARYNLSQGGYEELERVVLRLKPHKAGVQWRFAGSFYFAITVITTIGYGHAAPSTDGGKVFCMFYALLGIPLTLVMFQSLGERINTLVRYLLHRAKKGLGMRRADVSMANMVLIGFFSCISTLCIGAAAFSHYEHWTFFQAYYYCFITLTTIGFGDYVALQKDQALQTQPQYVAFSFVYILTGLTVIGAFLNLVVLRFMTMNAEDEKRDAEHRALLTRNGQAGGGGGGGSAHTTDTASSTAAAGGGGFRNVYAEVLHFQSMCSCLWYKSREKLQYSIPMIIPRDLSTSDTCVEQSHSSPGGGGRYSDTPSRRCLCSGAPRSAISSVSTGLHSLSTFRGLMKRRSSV
# KCNQ1 inh: human KCNQ1 channel inhibition. P51787. CHO-K1 KCNQ1, FluxOR thallium flux fluorescence; active compounds read high. B-score at 10 µM. 1.3% of 310,000 active. AID 2642;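 active means compounds whose thallium flux B-score, printed positive for inhibition, exceeds three library SD while starting fluorescence stays within three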;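 further: channel opened by potassium depolarization with thallium stimulus after 20 min compound exposure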
# Target sequence (P51787 whole entry, looked up): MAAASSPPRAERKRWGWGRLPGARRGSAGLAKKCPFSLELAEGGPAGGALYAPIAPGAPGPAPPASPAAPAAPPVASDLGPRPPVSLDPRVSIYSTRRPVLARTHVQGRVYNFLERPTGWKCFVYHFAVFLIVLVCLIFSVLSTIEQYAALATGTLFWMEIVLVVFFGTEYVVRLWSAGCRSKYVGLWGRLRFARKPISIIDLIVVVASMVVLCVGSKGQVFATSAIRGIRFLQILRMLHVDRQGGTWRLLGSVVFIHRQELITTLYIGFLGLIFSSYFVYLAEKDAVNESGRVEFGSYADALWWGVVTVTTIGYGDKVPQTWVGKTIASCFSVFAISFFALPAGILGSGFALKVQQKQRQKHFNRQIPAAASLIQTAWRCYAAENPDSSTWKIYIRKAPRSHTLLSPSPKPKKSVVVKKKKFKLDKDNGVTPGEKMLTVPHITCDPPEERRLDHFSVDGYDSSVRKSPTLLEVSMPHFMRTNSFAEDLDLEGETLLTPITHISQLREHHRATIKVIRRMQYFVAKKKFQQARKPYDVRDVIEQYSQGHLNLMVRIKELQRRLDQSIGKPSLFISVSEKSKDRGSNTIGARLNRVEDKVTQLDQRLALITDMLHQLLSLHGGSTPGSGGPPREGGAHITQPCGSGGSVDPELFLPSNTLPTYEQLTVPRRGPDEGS
# ANO1 block: mouse TMEM16A channel inhibition, primary screen; AID 588511; HEK293 TMEM16A/YFP iodide influx fluorescence, ionomycin; normalized B-score (activity score, 25-100; higher = stronger inhibition) at 10 µM; Q8BHY3; 1.2% of 310,000 active;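 active means ratio plate-corrected score three or more library SD toward inhibition, starting fluorescence score within five deviations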;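 further: score derived from kinetic fluorescence span divided by baseline fluorescence per well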
# KCNQ1 pot: potentiates or activates the human KCNQ1 potassium channel; P51787; CHO-K1 KCNQ1, thallium flux FluxOR fluorescence; active compounds read high; B-score at 10 µM; 0.35% of 310,000 active; AID 2648;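 active means fluorescence ratio B-score, a plate-corrected score, at least three library SD, with initial intensity B-score within 5 SD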
#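 Assay system: CHO-K1 cells stably expressing KCNQ1; Medium: assay buffer with matched DMSO; Also added: K+/Tl+ depolarizing stimulus; Dosing: single dose; Timing: dye 90 min, compound 20 min, room temperature; Measured by: kinetic FluxOR thallium fluorescence, 10-s 1-Hz baseline, 110-s post-stimulus read; Read-out: peak-minus-minimum fluorescence over initial fluorescence, negative-control normalized, B-scored.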
# TMEM16A act: activates or potentiates the mouse TMEM16A chloride channel. HEK293 TMEM16A/YFP-H148Q/I152L, iodide quench fluorescence; active compounds read low. B-score at 10 µM. 0.3% of 340,000 active. AID 623877;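 active means fluorescence-ratio B-score plate-corrected deviation score at least 3 library SD below zero, with starting fluorescence score within 5 deviations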;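 further: channel opened by trigger with iodide after compound preincubation; score built on the fluorescence ratio of max minus min over baseline; more negative score means more quench and so TMEM16A activation or potentiation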
# KCNK9 inh: blocks the human KCNK9 two-pore domain potassium channel; B-score at 10 µM; HEK293 KCNK9, FluxOR thallium flux fluorescence; active compounds read low; 1.2% of 310,000 active; AID 488922;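 active means ratio B-score over 3 SD below the library mean, with starting fluorescence within 5 SD of its mean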;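 further: negative B-score means less thallium flux so channel inhibition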
# DYRK1A inh: Dyrk1A (rat) kinase inhibition | Q63470 | ADP-Glo luminescence, NFATc1 peptide | inhibition, % at 12.5 µM | 0.43% of 310,000 active; in the data active means inhibition above about 50%;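 further: plate controls were vehicle with enzyme for no effect and no enzyme for full effect; many of its hits are not listed in these tables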
# hERG rescue: hERG (human) protection from proarrhythmic block; Q12809; CHO-hERG, FluxOR thallium flux, dofetilide IC70 present; activation (rescue from dofetilide block), less the hit threshold, % at 10 µM; 0.51% of 310,000 active; AID 1511;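 active means activation above the mean of controls blocked by dofetilide plus 5 SD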;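 further: thallium influx through hERG after potassium depolarization seen as dye fluorescence rise; in these data hits start at about 4.7%; inactives centre near -7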
# TRPC4 PAM: allosteric potentiators of mouse TRPC4 channel. HEK293 TRPC4beta/mu-opioid, DAMGO EC20, Fluo-4 Ca2+ flux; active compounds read high. Q9QUQ5. B-score at 10 µM. 0.42% of 310,000 active;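 active means B-score of calcium response area above 5 SD of library B-scores, with initial fluorescence ratio within 5 SD of library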;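 further: B-score of integrated fluorescence ratio over time as area under calcium response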
# * = called active by the depositor; i = inactive; ? = inconclusive; . = no result given.
# Values in the order – TRPC4 agonist	HDAC3 inhib	KCNK3 inh	KCNQ1 inh	ANO1 block	KCNQ1 pot	TMEM16A act	KCNK9 inh	DYRK1A inh	hERG rescue	TRPC4 PAM
CCN(C(=O)CSc1nc2c(cnn2-c2ccccc2)c(=O)[nH]1)C1CCS(=O)(=O)C1 (stereo not drawn)
  i	-4.2	i	i	i	i	i	i	4.0	-8.4	i
Cc1nc(N2CCC(C)CC2)c(C#N)c(C)c1[N+](=O)[O-]
  i	6.2	i	i	i	i	i	i	.	-11.3	i
COc1ccccc1-c1cc(C(=O)N/N=C\c2cnn(C)c2C)c2ccccc2n1
  i	5.2	i	i	i	i	i	i	11.8	-4.2	i
COc1ccc2[nH]c(C)c(C(=O)CN3CC(C)OC(C)C3)c2c1 (stereo not drawn)
  i	1.8	i	i	i	i	i	i	-2.5	-2.5	i
CC(C)(C)NC(=O)CN(C(=O)c1csnn1)c1ccccc1-c1ccccc1
  i	1.2	i	i	i	i	i	i	0.8	-9.5	i
COC(=O)c1ccc(COc2ccccc2[N+](=O)[O-])o1
  i	-2.6	i	i	i	i	i	i	3.0	-7.2	i
CCOc1ccc(/C=N/n2c(SC)nnc(C(C)(C)C)c2=O)cc1
  i	6.5	i	i	i	i	i	i	-2.3	-9.5	i
COCCn1nnnc1CN1CCC(NC(=O)c2ccc(Br)cc2)CC1
  i	-10.0	i	i	i	i	i	i	-2.1	-11.6	i
CC(=O)C1=C(O)C(=O)N(CC(=O)O)C1c1ccccc1Cl (stereo not drawn)
  i	5.9	i	i	i	i	i	i	7.8	-5.2	i
O=C(c1cccc(Cl)c1Cl)N1CCN(c2ccccn2)CC1
  i	-7.2	i	i	i	i	i	i	6.6	-2.3	i
Cc1cc(C)c(C(=O)N2CCCC(N3CCN(c4ccc(F)cc4)CC3)C2)o1 (stereo not drawn)
  i	2.6	i	i	i	i	i	i	7.3	-11.9	i
O=C(Nc1nonc1-c1ccc(Cl)cc1)c1ccccc1
  i	-0.9	i	i	i	i	i	i	-1.9	-15.2	i
CS(=O)(=O)c1cccc(C(=O)Oc2ccccc2)c1
  i	3.9	i	i	i	i	i	i	5.4	-14.3	i
C=CCC1(CC=C)CCCN1C(=O)C1CCC(=O)N(CCc2ccc(OC)cc2)C1 (stereo not drawn)
  i	1.5	i	i	i	i	i	i	-1.2	-8.6	i
Cc1cc(C)cc(NC(=S)NCc2cccn2C)c1
  i	-6.2	i	i	i	i	i	i	-1.5	-10.2	i
O=C(NCCC1=CCCCC1)c1c(O)nc2ccccn2c1=O
  i	0.7	i	i	i	i	i	i	-3.7	-3.8	i
O=C(CCc1nc2ccccc2s1)NC1CCOC1=O (stereo not drawn)
  i	-1.3	i	i	i	i	i	i	1.3	-12.1	i
CC(=O)NS(=O)(=O)c1ccc(NC(=O)c2ccc3c(c2)C(=O)N(CCC(C)C)C3=O)cc1
  i	6.3	i	i	i	i	i	i	3.7	-8.0	i
CCN1CCN(C(=O)NC2CCCCC2)CC1
  i	-7.0	i	i	i	i	i	i	-0.4	-7.5	i
COc1ccc(-c2nc(C)ncc2N=Nc2ccccc2)cc1
  i	-1.1	i	i	i	i	i	i	4.8	-2.4	i
Cc1c(Br)cc(C(=O)N2CCCC2)c(C)c1C
  i	8.4	i	i	i	i	i	i	-9.2	-18.7	i
Cc1cc(=O)c(C(=O)c2ccccc2)c(C)o1
  i	-5.7	i	i	i	i	i	i	-3.3	-0.9	i
CNC(=S)NNC(=O)COc1ccc(C)c(C)c1
  i	-7.4	i	i	i	i	i	i	-1.1	-1.6	i
Cc1ccccc1-n1c(SCc2cccc(F)c2)nc2[nH]ncc2c1=O
  i	6.5	i	i	i	i	i	i	6.3	-14.8	13*
Cc1ccc(C)c(/C=N/Nc2nc3ccccc3c(=O)n2O)c1
  i	8.8	i	i	i	i	i	i	.	-9.7	i
CCN(CCn1cccn1)C(=O)c1cccc(OC2CCN(S(C)(=O)=O)CC2)c1
  i	-0.7	i	i	i	i	i	i	-3.6	-7.8	i
CCN(CC)C(=O)Cn1c(=O)n(-c2ccccc2)c(=O)c2sccc21
  i	.	i	i	i	i	i	i	3.7	-15.7	i
O=S(=O)(NC1CC1)c1ccc(Cl)cc1
  i	2.0	i	i	i	i	i	i	-4.7	-8.7	i
NC(=O)Cn1nc([N+](=O)[O-])nc1Oc1ccccc1F
  i	1.0	i	i	i	i	i	i	.	-18.4	i
Cc1ccc(C(=O)Nc2ccc(N3CCN(C(=O)c4ccco4)CC3)cc2)cc1
  i	7.1	i	i	i	i	i	i	-9.3	-2.9	i
Cc1csc(NC(=O)/C=C/c2ccc(C)o2)n1
  i	?	i	i	i	i	i	i	12.1	-13.3	i
CCn1ncc(S(=O)(=O)N2CCN(c3cccc(OC)c3)CC2)c1C
  i	3.9	i	i	i	i	i	i	-4.8	-5.6	i
CCOC(=O)Cn1cnc2scc(-c3ccccc3)c2c1=O
  i	-0.5	i	i	i	i	i	i	-2.1	-4.1	i
O=C(Cc1c(F)cccc1Cl)NNC(=O)Nc1ccc2c(c1)OCO2
  i	-8.3	i	i	i	i	i	i	-5.2	-2.3	i
COCCSc1nnc(NC(=O)C(C)(C)C)s1
  i	-6.6	i	i	i	i	i	i	-3.4	-5.2	i
C/C(=C(\C#N)C(=O)NCCCN1CCOCC1)N(C)C
  i	-3.8	i	i	i	i	i	i	-1.0	-10.6	i
COc1ccc(NC(=O)c2cn3c(nc4ccccc43)c(C#N)c2C)cc1
  i	-8.0	i	i	i	i	i	i	-0.7	-7.5	i
CCN1CCN(c2nc(Nc3cccc(C)c3)nc(N)c2[N+](=O)[O-])CC1
  i	6.9	i	i	i	i	i	i	59.8*	-5.2	i
Cc1ccc(-c2nnn(CC(=O)N(CC(=O)NC3CCCC3)c3cnc4ccccc4c3)n2)o1
  i	-0.8	i	i	i	i	i	i	-6.4	-1.3	i
COc1ccc(CCN=CC2=C(O)CC(C)(C)CC2=O)cc1
  i	8.1	i	i	i	i	i	i	-0.8	-12.1	i
CCOc1ccc(N=C2SC(C(=O)Nc3ccccc3C#N)C(N)=C2C(=O)Nc2ccc(Cl)cc2)cc1 (stereo not drawn)
  i	0.1	i	i	i	i	i	i	-1.9	-3.0	i
O=C(Oc1ccc(-c2nnco2)cc1)N(c1ccccc1)c1ccccc1
  i	3.4	i	i	i	i	i	i	.	-6.7	i
CNCc1c(OCc2ccccc2)ccc2ccccc12
  i	-4.6	i	i	i	i	i	i	5.5	-8.8	i
CN(C(=O)c1cc2c(=O)n3ccccc3nc2s1)C1CCCCC1
  i	-55.9	i	i	i	i	i	i	2.9	-6.9	i
Cc1cc(NC(=O)CSc2nc3ccsc3c(=O)n2CCCC(=O)NCCc2ccccc2)no1
  i	1.2	i	i	i	i	i	i	.	1.3	i
CC1CN(CC(=O)N2CCc3[nH]c4ccccc4c3C2)CC(C)O1 (stereo not drawn)
  .	15.2	i	.	i	.	i	.	5.4	.	.
Cc1cccc(NCCNc2cccc(C)c2)c1
  i	-0.4	i	i	i	i	i	i	1.0	-10.8	i
Cc1nc(-c2ccccc2)cc(=O)[nH]1
  i	-0.8	i	i	i	i	.	i	10.7	-15.4	i
COCCCN(C(=S)Nc1cc(Cl)cc(Cl)c1)C(C)c1ccccn1 (stereo not drawn)
  i	3.7	-10.7*	8*	i	i	i	i	-3.7	-8.0	i
CC(=O)N1c2ccccc2Oc2cc3ccccc3cc21
  i	-2.2	i	i	i	i	i	i	6.9	-8.6	i
Cc1ccc(-c2cc(NC(=O)CCl)n(-c3ccccc3)n2)cc1
  i	3.6	i	i	i	i	i	i	2.3	-12.6	i
O=C(NCc1ccc2c(c1)OCO2)C(=O)NCC(c1ccco1)N1CCN(c2ccccc2)CC1 (stereo not drawn)
  i	5.4	i	i	i	i	i	i	-2.4	-12.5	i
COC(=O)c1[nH]c2cc(OC)c(OC)cc2c1/C=N/Nc1ccccc1
  i	13.5	i	i	i	i	i	i	1.9	-10.8	i
CCCCn1c(Nc2ccccc2)nc2ccccc21
  i	1.3	i	i	i	i	i	i	-7.5	-13.1	i
COc1ccc(-c2c(C)nc3c(-c4ccsc4)cnn3c2N)cc1
  i	5.4	i	i	i	i	i	i	-0.7	-6.6	i
Cn1c(=O)c2c(-c3ccc(OC(F)F)cc3)cc(-c3ccccc3)nc2n(C)c1=O
  i	1.8	.	i	i	i	.	i	.	-9.4	i
CCCNC(=O)NC(=O)CSc1nc2ccccc2n1CC(C)C
  i	2.3	i	i	i	i	i	i	3.8	-8.5	i
Cc1cc(CSc2ccccc2)ccc1NC(=O)COc1ccccc1C
  i	-3.8	i	i	i	i	i	i	2.5	-8.1	i
C=CCSc1nc(N)c(NC(=O)c2ccco2)c(=O)[nH]1
  .	0.2	i	.	i	.	i	.	2.2	.	.
COC(=O)C1=C(C)N(c2ccc(C)cc2)/C(=C/c2ccc(O)cc2)C1=O
  i	3.4	i	i	i	i	i	i	-4.4	-6.9	i

# Remaining list, next part.
# Values in the order – TRPC4 agonist	HDAC3 inhib	KCNK3 inh	KCNQ1 inh	ANO1 block	KCNQ1 pot	TMEM16A act	KCNK9 inh	DYRK1A inh	hERG rescue	TRPC4 PAM
Cc1ccccc1NS(=O)(=O)c1nnc(NC(=O)C(C)C)s1
  i	-1.1	i	i	i	i	i	i	4.4	-2.0	i
Cc1ccc2nc(N3CCN(c4cccc(C)c4C)CC3)c3nnnn3c2c1
  i	-0.3	i	i	i	i	i	i	1.5	-12.7	i
CC1(C)NC(C)(C)C(O)(C(N)=O)C1=O (stereo not drawn)
  i	-3.6	i	i	i	i	i	i	4.2	-10.4	i
Clc1ccc(-n2nnnc2Sc2ncnc3sccc23)cc1
  i	-6.7	i	i	i	i	i	i	5.3	-8.6	i
CCN(CC)C(=O)C1CCN(S(=O)(=O)c2c(C)noc2/C=C/c2cccc(C)c2)CC1
  i	-8.0	i	i	i	i	i	i	5.2	-12.3	i
CCc1ccc(OCC(=O)Nc2cccc3nsnc23)cc1
  i	1.0	i	i	i	i	i	i	3.4	-9.1	i
COc1ccc(CCNC(=O)c2ccc(CN3CCOCC3)cc2)cc1
  i	-0.8	i	i	i	i	i	i	.	-2.7	i
Cc1ccc(NS(=O)(=O)c2ccc(C(=O)N3CCN(c4ccccn4)CC3)cc2)cc1
  i	5.4	i	i	i	i	i	i	-3.7	-14.8	i
O=[N+]([O-])c1ccc(S(=O)(=O)N2CCN=C2SCc2ccc(F)cc2)cc1
  i	-3.0	i	i	i	i	i	i	-0.4	-1.9	i
O=C(NN=C1CCCC1)c1ccccc1OCCOc1ccccc1
  i	-3.1	i	i	i	i	i	i	-7.7	-11.9	i

# This is a subset; count on the stated rates, not on these rows.
